Assay outcomes deposited in PubChem by National Center for Advancing Translational Sciences (NCATS).
KinaseGlo FLuc = counter-screen: inhibitors of Kinase-Glo firefly luciferase; Kinase-Glo luciferase, ATP luminescence, 8 min; Potency, µM (doses to about 38.3 µM), without a hit: top-dose activity change, negative = inhibition, most hits filed as inhibitors; 0.28% of 200,000 active; further: on the % scale 0 is the no-effect control and ±100 the full control effect; nearly all actives have a fitted effect of over 60% in size
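Compound is pinned into ATP-containing buffer (10 uM ATP, imidazole pH 7.2, 7 mM MgCl2). Kinase-Glo luciferase reagent is then added. Light output is recorded following an 8-min room-temperature incubation.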
SMN2 splice up = SMN2 splice variant enhancement; Potency, µM (doses to about 46.1 µM), without a hit: at the top dose activity change, positive = activation, hits mostly activators; HEK293 SMN2-luciferase splicing reporter, luminescence, 30-36 h; 2.8% of 210,000 active; further: % of control where 0% means no effect; nearly all actives have a fitted effect of over 55% in size
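qHTS luciferase splicing reporter: luminescence rises when SMN2 exon 7 is included in transfected HEK293 cells. Compound exposure lasted 30-36 h at 37C, with 4.5 mM final sodium butyrate as control, followed by a ONE-Glo read.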
ALDH1A1 inh = ALDH1A1 (human) enzyme inhibition; P00352; Purified ALDH1A1, NADH fluorescence, propionaldehyde substrate; Potency, µM (highest dose often 75.3 µM), without a hit: top-dose activity, negative = inhibition, most hits filed as inhibitors; 7.3% of 220,000 active; active means well fitted inhibition curve with a large enough effect, not every such curve was filed as active; inconclusive means small, poorly fitted or top-dose-only effect, or another doubt; inactive means no such curve, though single readings can be large or run the other way;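 further: plate controls were no enzyme wells and a reference inhibitor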
Target sequence (P00352 whole entry, looked up): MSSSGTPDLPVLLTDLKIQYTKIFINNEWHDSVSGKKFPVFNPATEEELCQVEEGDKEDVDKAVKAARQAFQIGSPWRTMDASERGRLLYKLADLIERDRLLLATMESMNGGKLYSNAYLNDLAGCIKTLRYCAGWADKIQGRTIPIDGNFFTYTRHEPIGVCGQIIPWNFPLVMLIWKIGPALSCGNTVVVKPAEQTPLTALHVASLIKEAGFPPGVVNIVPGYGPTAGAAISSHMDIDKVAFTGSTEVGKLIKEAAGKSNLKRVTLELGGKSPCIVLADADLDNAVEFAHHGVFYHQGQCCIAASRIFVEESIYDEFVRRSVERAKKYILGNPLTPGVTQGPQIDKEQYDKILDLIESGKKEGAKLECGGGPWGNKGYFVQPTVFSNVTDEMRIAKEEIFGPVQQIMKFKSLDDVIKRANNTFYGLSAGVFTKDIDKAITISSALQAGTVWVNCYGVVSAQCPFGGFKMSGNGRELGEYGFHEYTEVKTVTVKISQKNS
JMJD2E inh = JMJD2E (human) inhibition | JMJD2E catalytic domain, FDH-coupled NADH fluorescence (FDH is formaldehyde dehydrogenase) | Potency, µM (top dose mostly 57.1 µM), for the others: top-dose activity change, negative = inhibition, actives largely listed as inhibitors | 1.6% of 230,000 active | AID 2147; active means well fitted inhibition curve with a large enough effect, not every such curve was filed as active; inconclusive means small, poorly fitted or top-dose-only effect, or another doubt; inactive means no such curve, though single readings can be large or run the other way;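 further: 0% = wells with enzyme and -100% = buffer wells without enzyme; nearly all actives have a fitted effect of over 50% in size; many of its hits are not listed in these tables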
Target sequence (B2RXH2 1-337 limits assumed): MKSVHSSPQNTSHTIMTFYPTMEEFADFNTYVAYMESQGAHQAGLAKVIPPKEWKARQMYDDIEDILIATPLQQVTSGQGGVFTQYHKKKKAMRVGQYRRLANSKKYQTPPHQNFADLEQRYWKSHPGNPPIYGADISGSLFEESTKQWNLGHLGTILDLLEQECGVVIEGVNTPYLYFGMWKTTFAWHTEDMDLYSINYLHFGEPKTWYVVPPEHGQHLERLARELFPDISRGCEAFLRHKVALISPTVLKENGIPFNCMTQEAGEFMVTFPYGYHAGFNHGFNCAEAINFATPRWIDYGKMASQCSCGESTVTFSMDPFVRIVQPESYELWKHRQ
L3MBTL1 block = blocks human L3MBTL1; AlphaScreen L3MBTL1–H3K9me1 peptide binding; 0.66% of 230,000 active; AID 485360; Potency, µM (series often up to 57.1 µM), for the others: top-dose activity, negative = inhibition, usual class: inhibitors; Q9Y468; further: on the % scale 0 is the no-effect control and ±100 the full control effect; nearly all actives have a fitted effect of over 60% in size
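AlphaScreen proximity signal between nickel-chelate acceptor and streptavidin donor beads (final 10 ug/mL) reports binding of 50 nM L3MBTL1 to 75 nM biotin-H3 K9me1 peptide; complex incubated with compounds 30 min at room temperature; cefsulodin titration as control.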
Tau ThT inhib = inhibitors of human tau fibril formation, thioflavin T binding. Potency, µM (series often up to 57.4 µM), without a hit: at the highest dose activity, negative = inhibition, hits mostly inhibitors. 2.1% of 270,000 active. recombinant tau K18 P301L, heparin-induced fibrillization, ThT fluorescence. P10636; further: on the % scale 0 is the no-effect control and ±100 the full control effect; nearly all actives have a fitted effect of over 55% in size
Target sequence (P10636 561-689 P618L limits assumed): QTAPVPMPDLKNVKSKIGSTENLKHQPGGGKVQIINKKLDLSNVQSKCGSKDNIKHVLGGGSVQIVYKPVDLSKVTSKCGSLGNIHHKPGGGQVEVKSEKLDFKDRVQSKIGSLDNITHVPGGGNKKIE
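Using a mix of unlabeled (15 uM) and Alexa 594-labeled (0.24 uM) tau K18 P301L, heparin-triggered fibrillization over 6 hr at 37 C was scored by ThT fluorescence.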
RECQ1 helicase = RECQ1 (human) helicase inhibition | Potency, µM (top dose mostly 57.3 µM), without a hit: top-dose activity, negative = inhibition, actives largely listed as inhibitors | 0.54% of 240,000 active | RECQ1 DNA unwinding, red fluorescence kinetic read;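 further: plate controls were vehicle for no effect and no enzyme for full effect; nearly all actives have a fitted effect of over 30% in size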
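50 nM RECQ1T1 preincubated 15 min with compound in Tris pH 8.0 buffer with MgCl2, DTT, Tween-20 and 2.5 ug/ml poly(dI-dC); started with 200 nM TAMRA/BHQ-2 forked duplex and 2 mM ATP. Unwinding read as fluorescence (525/598 nm), two reads 2 h apart.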
Lamin A splicing = changes lamin A minigene splicing in HeLa cells | HeLa LMNA splicing GFP/RFP minigene ratio, 48 h | 0.01% of 200,000 active | Potency, µM (top dose mostly 46.1 µM), for the others: at the highest dose ratio change, negative = inhibition, usual class: inhibitors; active means well fitted inhibition curve with a large enough effect in the signal ratio, with a control signal flat, not every such curve was filed as active; inconclusive means small, poorly fitted or top-dose-only effect, or effect the other way, or a change in a side signal; the % refers to the signal ratio; further: on the % scale 0 is the no-effect control and ±100 the full control effect
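Read-out is the ratio of GFP to DsRed2 object intensity, acquired by 488 nm laser-scanning cytometry on HeLa lamin A-EGFP minigene reporter cells. Compound incubation 48 hrs at 37 °C in Opti-MEM with 2% FBS; DMSO 0.5% final.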
* marks the source's active call; other numbers are inactive results; i = inactive; ? = inconclusive; / = not tested or not shown; & = joins results of further samples; ! = not confirmed by another sample; [ ] = another dose, or the depositor's remark. Unless noted, the call rests on the fitted dose curve; in most records, active means well fitted curve in the direction sought with a large enough effect; inconclusive means small, poorly fitted or top-dose-only effect, or another doubt; inactive means no such curve, though single readings can be large; an effect the other way counts as inactive or inconclusive. Potency means the concentration at half of the fitted maximal effect.

Order of values: Lamin A splicing	L3MBTL1 block	SMN2 splice up	ALDH1A1 inh	Tau ThT inhib	RECQ1 helicase	KinaseGlo FLuc	JMJD2E inh
- CCCCC(c1nnnn1Cc1ccco1)N1CCN(C(=O)c2ccco2)CC1 (configuration not stated)
  -1%	/	21%	14µM*	-9%	-16%	2%	0%
- CCC(CC)c1nc(NCCC(=O)O)c2ccccc2n1
  -8%	4%	10%	17%	1%	i	-5%	1%
- O=S1(=O)CC2N=C(N(Cc3ccc(F)cc3Cl)c3ccccc3F)SC2C1 (configuration not stated)
  ?	0%	/	-8%	-3%	-7%	/	9%
- CN(C)c1nnnn1-c1ccc(OC(F)(F)F)cc1
  5%[46 µM]	16%	-4%	10%	2%	0%	0%	16%
- O=C(Nc1ccccc1)Nc1ccccc1
  /	/	?	4%&10%	1%	-3%&-17%	?	4%
- CCOc1ccc(OCC(=O)N2CCOCC2)cc1
  3%	/	2%	-2%	5%	-8%	0%	-2%
- O=c1cc(-c2ccc(O)cc2)oc2cc(O)cc(O)c12
  ?	/	22µM*	1.8µM*!	16µM*	-11%	-5%	11µM*!
- Cc1cc(NC(=O)CSc2nc3ccsc3c(=O)n2NC(=O)c2ccccc2)no1
  -4%	-2%	?	-10%	-11%	-6%	-4%	2%
- Cc1nnc(SCC(=O)Nc2nc(-c3ccc(F)cc3)cs2)[nH]c1=O
  5%[46 µM]	-9%	1%	5%	-7%	-14%	1%	-13%
- Cc1ccc(C[n+]2cc(-c3ccc(Cl)cc3)n3c2CCC3)cc1
  /	1%	/	/	-10%	i	/	1%
- CCc1ccc(C(=O)COC(=O)c2ccc(Cl)nc2)cc1
  4%[46 µM]	56%[activator]	23%	0%	?	i	-4%	1%
- CCOC(=O)C1(C)C=C(Nc2ccc(C)cc2)C(=O)N1c1ccc(C)cc1 (configuration not stated)
  /	/	-16%	?	-11%	-14%	2%	?
- CC1CCCCN1S(=O)(=O)c1ccc2c(c1)CCN2C(=O)C1CCC1 (configuration not stated)
  2%[0.0737 µM]	4%	-25%	-9%	-11%	i	4%	-1%
- Cc1ccc(-c2ccc(C)c(N)c2C)c(C)c1N
  /	/	/	11%	-14%	-5%	/	-17%
- CCN=C1NN=C(c2cc(C)n(CCc3ccccc3)c2C)CS1
  /	/	-43%[inhibitor]	?	?	-1%	6%	?
- COC(=O)C1C(O)=C(C=NC2CCCCC2)C(=O)CC1(C)C (configuration not stated)
  -4%	5%	-4%	-10%	-4%	-12%	11%	2%
- COC(C[C@H](O)C[C@H](O)[C@H](C)OCc1ccccc1)OC
  /	3%	/	/	16%	i	/	4%
- COCCN1C(=O)N[C@@H](c2cccc(C(F)(F)F)c2)[C@H](C(C)=O)[C@H]1C
  12%[9.22 µM]	/	6%[9.22 µM]	7%[13.5 µM]	2%[11.5 µM]	i[11.5 µM]	-6%[7.66 µM]	-9%[11.4 µM]
- Cc1ccc(SC(C)c2nc(-c3ccncc3)no2)cc1 (configuration not stated)
  ?	9%	-45%[inhibitor]	?	-12%	-6%	1%	-7%
- Cc1ccc(-c2nc(C=Nc3ccccc3)c(O)o2)cc1
  8%[46 µM]	/	/	-15%	?	-8%	8%	-2%
- C/C(=N\NC(=O)Cc1cccn1C)c1ccco1
  /	-10%	/	/	?	?	/	?
- Nc1ccc(N2CCN(CCCCN3C(=O)C4CCCN4C3=O)CC2)cc1 (configuration not stated)
  3%	0%	-43%[inhibitor]	?	14µM*	?	-2%	?
- Cc1ccc(NC(=S)NC(NC(=O)c2ccccc2)C(Cl)(Cl)Cl)c(C)c1 (configuration not stated)
  ?	-6%	5%[1.84 µM]	?	0%	-2%	-1%	4%
- Cc1cccc(CSc2nnc(C)c(=O)n2N)c1
  0%	7%	-2%	14%	4%	-6%	6%	4%
- CCOC(=O)c1sc(Nc2nc(C)cc(C)n2)nc1C
  /	2%	/	/	-14%	0%	/	3%
- COc1ccc(NC(=O)CCS(=O)(=O)c2ccccc2Cl)cc1S(=O)(=O)Nc1ccc(Cl)cc1
  3%[46 µM]	-5%	1%	-10%	-2%	i	0%	5%
- O=C(Cn1c(=O)oc2cc(S(=O)(=O)N3CCCCCC3)ccc21)NC1CCCCCCC1
  -4%	/	-7%	?	2%	-7%	2%	-2%
- O=C(N/N=C/c1ccc(Br)o1)c1cccnc1
  -16%	-4%	-2%	-12%	-8%	-7%	-2%	-6%
- C/C(=N\NC(=O)CNc1cccc(Cl)c1C)C1CC1
  ?	?	-11%	2%	-8%	i	4%	35%[activator]
- CS(=O)(=O)c1ccc2nc(NC(=O)c3ccc(N4CCCC4=O)cc3)sc2c1
  ?	1%	/	?	0%	4%	/	?
- OCCC1CN(Cc2cccc3c2OCO3)CCN1Cc1ccccc1 (configuration not stated)
  /	-8%	/	13%	-2%	0%	1%	3%
- O=C1CSC(c2ccccn2)N1Cc1cn2ccccc2n1 (configuration not stated)
  -6%	-10%	?	-4%	-1%	-5%	-5%	6%
- CCOc1ccc(NC(=O)CN(Cc2ccccc2)S(C)(=O)=O)cc1
  -5%	6%	-2%	0%	1%	-3%	-2%	5%
- O=C(NCCc1ccccc1)C1CCN(S(=O)(=O)N2CCC3(CC2)OCCO3)CC1
  -4%	-2%	-19%	-12%	-18%	-5%	6%	-2%
- Cc1ccc(-c2[nH]c(=S)[nH]c(=O)c2C#N)cc1
  14%[46 µM]	11%	/	-8%	-1%	11%	2%	-5%
- Cc1ccc(CNC(=S)N2CCOCC2)cc1
  /	9%	19%	-2%	5%	0%	2%	-3%
- COc1ccccc1Sc1nc(-c2ccccn2)ncc1OC
  ?	4µM*	-81%[inhibitor]	4%	-7%	2%	1%	2%
- O=C(Nc1ccc(F)c(F)c1)c1cc(S(=O)(=O)N2CCN(c3ccccn3)CC2)ccc1F
  0%	/	-20%	8%	-2%	-9%	8%	3%
- CCN(CC)C(=O)CSc1nnc([C@@H](N)Cc2ccccc2)o1
  13%	-1%	-1%	3%	-7%	-5%	-3%	-5%
- COCC(=O)Nc1ccccc1C#N
  7%	/	-18%	4%	-3%	-7%	-2%	-3%
- CC1=Nc2ccccc2N=C(NC(=O)c2ccccc2)C1c1ccc(Cl)cc1 (configuration not stated)
  /	-7%	/	-5%	-12%	-11%	3%	-2%
- CCCCCCCCCCCC(=O)c1c(O)cccc1O
  -21%[46 µM]	-16%	-1%	?	?	-7%	3%	-10%
- COc1ccc2cc(-c3[nH]ncc3CNCCn3nc(C)cc3C)ccc2c1
  8%[46 µM]	-9%	/	13%	-8%	1%	-3%	?
- NNC(=O)CN1CCN(c2ncc(C(F)(F)F)cc2Cl)CC1
  15%[46 µM]	-4%	-36%[inhibitor]	?	-7%	i	-2%	2%
- Cc1ccc(C2CC(C(F)(F)F)n3nc(C(=O)NCc4ccco4)cc3N2)cc1 (configuration not stated)
  -11%	/	29%	-4%	-11%	-8%	-2%	7%
- O=C(N/N=C/c1sc(N2CCOCC2)nc1-c1ccccc1)c1ccccc1Cl
  /	15%	1%	?	3%	i	-2%	2%
- O=C(NCc1cccnc1)C(=O)NC1CCCCC1
  32%[46 µM]	2%	/	8%	-4%	-7%	-2%	-24%
- Cc1c(C(=O)O)oc2c1C(O)CCC2 (configuration not stated)
  -3%	0%	-4%	-3%	-9%	11%	0%	-7%
- O=C(Nc1cccnc1)c1ccc2c(c1)C(=O)N(Cc1cccnc1)C2=O
  11%	/	4%	27%	-6%	i	2%	-5%
- CCN(CC)CCN(C)c1ccc(N2C(=O)C3CC=CCC3C2=O)cc1[N+](=O)[O-] (configuration not stated)
  /	/	-27%	-3%	-2%	-2%	0%	2%
- c1ccc2nc(C3=NCCN3)cnc2c1
  /	/	/	-10%	-3%	3%	2%	-16%
- CNc1nnc(-c2ccc(C)cc2)c2ccccc12
  -23%[46 µM]	-6%	7%	?	5%	-3%	5%	-1%
- CCCC(=O)N(CC(=O)Nc1sc(C)c(C)c1C(N)=O)Cc1ccccc1
  /	-12%	/	?	-12%	i	0%	?
- COC(=O)C1C2CC3c4[nH]c5cc(OC)ccc5c4CCN3CC2CC(OC(=O)c2cc(OC)c(OC)c(OC)c2)C1OC (configuration not stated)
  /	/	/	-9%	?	4%&-14%	-1%	20µM*
- CCCCNC(=S)NNC(=O)C12CC3CC(CC(C3)C1)C2
  -13%	/	0%	0%	5%	i	2%	-1%
- O=C(Cc1ccc(Cl)cc1)Nc1cccc2ncccc12
  /	3%	-25%	?	5%	i	4%	-6%
- CCOc1ccccc1NC(=O)C(OC(=O)c1ccc(O)cc1)c1ccccc1 (configuration not stated)
  ?	-8%	-9%	7.9µM*	5%	6%	-1%	-5%
- Nn1c(SC/C=C/c2ccccc2)nnc1-c1ccncc1
  8%	/	-14%	-7%	-15%	i	13%	7%
- CCN(CC)c1ccc(/C=C2/C(=O)c3ccc(C(=O)O)cc3C2=O)cc1
  -11%	25µM*	-2%	8.9µM*	3.2µM*	-19%	-11%	-3%
- COCc1cc(=O)[nH]c(Nc2nc3ccc(C)cc3o2)n1
  ?	0%	5%	?	?	-2%	-6%	-4%

Additional structures.
Order of values: Lamin A splicing	L3MBTL1 block	SMN2 splice up	ALDH1A1 inh	Tau ThT inhib	RECQ1 helicase	KinaseGlo FLuc	JMJD2E inh
- COc1nc(Nc2ccc3c(c2)OCO3)nc(OC)n1
  ?	/	-3%	-32%	-15%	-9%	-22%	-17%
- Cc1oc(-c2cccc(F)c2)nc1CN(Cc1ccccc1)C[C@@H]1CCC(=O)N1
  /	-7%	/	3%	-1%	i	/	1%
- NNC(=O)c1cccc(COCC(F)(F)C(F)F)c1
  /	-4%	/	/	-7%	-8%	/	10%
- CCN(CC)c1ccc(/C=N/N2CCN(c3ccccn3)CC2)cc1
  /	-3%	/	22µM*	1.3µM*	i	/	-3%
- CC(C)C(=O)Nc1ccc(-c2nc3cccnc3o2)cc1
  -17%	4%	4.5µM*	?	-18%	i	-1%	?
- CN(CC(=O)Nc1ccc(C#N)cc1)CC(=O)Nc1ccc(N2CCOCC2)cc1
  -14%	-8%	/	-3%	-16%	-14%	/	-5%

A portion of the library, so the mix of outcomes need not match the whole.
